Bioassay records: PubChem BioAssay, National Center for Advancing Translational Sciences (NCATS)
IL-2 act: activators of IL-2; 360,000 tested, 0.065% active; AID 652025; IL-2 activation reporter assay, cell-based qHTS; stimulated with anti-CD3/CD4/CD28 beads; in transgenic mouse T cells; activation, % (series mostly up to about 46 µM); in the data active = activation above about 50%; inconclusive = mostly about 30% to 49%; note: 0% is about no effect
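Using fluorescent plate cytometry, EGFP and DsRed are detected in transgenic mouse T cells stimulated 18 h at 37 degrees C with antibody-coated beads after 60 min compound pretreatment.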
EPAC1 antagonist: antagonists of human EPAC1 | EPAC1 GEF assay, Rap1b-BODIPY-GDP exchange fluorescence | AID 720709 | O95398 | 360,000 tested, 0.14% active | Potency, µM (titrated, usually from 115 µM), inactives show at the highest dose activity change, negative = inhibition, usual class: inhibitors;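 note: potency is the fitted concentration of half-maximal effect; plate controls were vehicle for no effect and positive control for full effect; nearly all actives have a fitted effect of over 50% in size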
FUS suppressor: suppressors of FUS proteinopathy in yeast | S. cerevisiae FUS-expressing, growth rescue, OD600, 24 h | Potency, µM (series often up to 76.6 µM), inactives show at the highest dose growth rescue (activation), hits mostly activators | 390,000 tested, 0.24% active | AID 1347120;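 note: potency is the fitted concentration of half-maximal effect; plate controls were DMSO vehicle for no effect and reference control for full effect; nearly all actives have a fitted effect of over 55% in size; some results filed as inactive show a strong effect at the top dose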
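Restored growth of FUS-toxic S. cerevisiae, read as 600 nm absorbance after 24 h at 30C in galactose medium (starting OD 0.005). Controls CP55940 and DMSO.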
PLK1 PBD inh: inhibitors of human PLK1 polo-box domain binding; P53350; Plk1 PBD binding of FITC phosphopeptide, fluorescence polarization; Potency, µM, for inactives: max response, negative = inhibition, hits mostly inhibitors; 360,000 tested, 2.8% active; AID 720504; note: potency is the fitted concentration of half-maximal effect; series mostly up to about 57 µM; % is set by controls: 0 for no effect and ±100 for the full control effect; nearly all actives have a fitted effect of over 65% in size
Target sequence (P53350 whole entry, looked up, the tested form may be a part): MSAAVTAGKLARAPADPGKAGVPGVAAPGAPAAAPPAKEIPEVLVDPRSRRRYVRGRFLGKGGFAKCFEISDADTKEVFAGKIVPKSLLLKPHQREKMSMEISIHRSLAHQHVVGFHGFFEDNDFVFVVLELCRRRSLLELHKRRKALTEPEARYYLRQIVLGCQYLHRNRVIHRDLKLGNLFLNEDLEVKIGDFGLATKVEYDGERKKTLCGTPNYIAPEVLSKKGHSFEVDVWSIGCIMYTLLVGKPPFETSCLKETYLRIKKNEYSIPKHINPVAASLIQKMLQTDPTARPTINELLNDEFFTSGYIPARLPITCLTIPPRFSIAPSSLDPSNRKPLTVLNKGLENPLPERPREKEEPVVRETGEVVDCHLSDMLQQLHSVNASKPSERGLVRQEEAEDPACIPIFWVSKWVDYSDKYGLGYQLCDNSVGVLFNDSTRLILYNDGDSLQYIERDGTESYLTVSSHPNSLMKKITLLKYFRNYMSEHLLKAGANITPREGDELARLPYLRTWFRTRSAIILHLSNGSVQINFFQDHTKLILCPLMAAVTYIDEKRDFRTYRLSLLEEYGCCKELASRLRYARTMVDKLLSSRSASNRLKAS
EPAC1 ag: activates human EPAC1 exchange factor | O95398 | EPAC1 agonist qHTS, biochemical assay; response scale: 100% = response to 6.5 mM cAMP | Potency, µM (series often up to 154 µM), for inactives: top-dose activation, hits mostly activators | 360,000 tested, 0.073% active | AID 720707; note: potency is the fitted concentration of half-maximal effect; nearly all actives have a fitted effect of over 60% in size
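Read-out is the fluorescence drop as BODIPY-GDP leaves Rap1B (480 nm excitation, 540 nm emission), recorded every 5 minutes over 30 minutes. Reactions held 100 nM EPAC1, 250 nM Rap1B–BODIPY-GDP and 50 uM GDP, with 6.5 mM cAMP setting full activation.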
Abeta yeast res: restores growth of yeast expressing A-beta42 peptide | yeast expressing A-beta42, growth rescue, OD600, 48 h; response scale: 0% DMSO, 100% iron-clioquinol control | Potency, µM (titrated, usually from 46.1 µM), for the others: at the top dose growth rescue, actives largely listed as activators | 410,000 tested, 0.063% active; note: potency is the fitted concentration of half-maximal effect; nearly all actives have a fitted effect of over 55% in size
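Yeast growth medium received pinned compounds, then yeast cells expressing toxic A-beta were added; plates incubated at 30 C for 48 hr. Growth read as absorbance at 600 nm, normalized to DMSO and equimolar FeCl3 plus clioquinol controls.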
PI5P4Ka inh: PI5P4K alpha (human) kinase inhibition. P48426. PI5P4Kalpha enzyme, ADP-Glo luminescence, 60 min; stronger effect = lower value. max response, %. 330,000 tested, 1.2% active. AID 652105; active = max response of -50% or lower; inconclusive = between -30% and -50%; inactive = -30% or higher; note: value at the top dose of about 77 µM; % is set by controls: 0 for no effect and ±100 for the full control effect
Target sequence (P48426 whole entry, looked up): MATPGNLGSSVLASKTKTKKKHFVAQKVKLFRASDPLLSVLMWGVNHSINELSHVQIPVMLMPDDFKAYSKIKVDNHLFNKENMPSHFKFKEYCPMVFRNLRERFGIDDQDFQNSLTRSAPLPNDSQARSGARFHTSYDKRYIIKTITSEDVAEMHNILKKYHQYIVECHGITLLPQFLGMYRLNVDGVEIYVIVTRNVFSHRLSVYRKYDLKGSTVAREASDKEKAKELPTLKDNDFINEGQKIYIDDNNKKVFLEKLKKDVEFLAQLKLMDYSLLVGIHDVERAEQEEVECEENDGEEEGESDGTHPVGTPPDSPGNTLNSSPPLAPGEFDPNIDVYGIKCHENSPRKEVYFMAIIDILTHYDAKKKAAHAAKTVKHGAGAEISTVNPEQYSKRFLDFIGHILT
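Luminescence from ADP-Glo served as readout of PI5P4Kalpha activity in a qHTS format. Reaction: enzyme, substrate, compound, ATP at 5 microM final, 60 min at RT.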
WRN helicase inh: inhibitors of human WRN helicase | Q14191 | WRN helicase unwinding, fluorescent forked duplex, kinetic | Potency, µM (series often up to 114 µM), for the others: at the top dose activity change, negative = inhibition, usual class: inhibitors | 360,000 tested, 0.46% active | AID 651768; note: potency is the fitted concentration of half-maximal effect; % is set by controls: 0 for no effect and ±100 for the full control effect; nearly all actives have a fitted effect of over 55% in size
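WRN at 20 nM final preincubated with compound 15 min at room temperature; reaction started with 100 nM fluorophore/quencher forked duplex oligonucleotide and 2 mM ATP final. Unwinding followed kinetically by red fluorescence (ex 525, em 598 nm).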
Numbers without * were called inactive; u = inconclusive; x = no result given; [ ] = another dose, or the depositor's remark. Unless noted, calls come from the whole dose curve; as a rule, active = well fitted curve in the direction sought with a large enough effect; inconclusive = small, poorly fitted or top-dose-only effect, or another doubt; inactive = no such curve, though single readings can be large; an effect the other way counts as inactive or inconclusive.

SMILES	IL-2 act	EPAC1 antagonist	FUS suppressor	PLK1 PBD inh	EPAC1 ag	Abeta yeast res	PI5P4Ka inh	WRN helicase inh
COC(=O)COc1c(Cl)cc(C(c2c(C)[nH][nH]c2=O)c2c(C)[nH][nH]c2=O)cc1OC	1.3	-5%	26%	u	-2%	0%	-1	18%
CCOC(=O)C1(CC2CCCCO2)CCN(C(=O)Nc2cccc(SC)c2)CC1 (stereo not drawn)	0.3	-9%	17%	21µM*	-5%	7%	-8	3%
COc1ccc(C(=O)Oc2coc(CSc3nnc(NC(=O)c4cccs4)s3)cc2=O)cc1	-0.2	-23%	32%	-26%	-6%	9%	u	-5%[11.6 µM]
CC1=NN(Cc2ccccc2)C(=O)C1C(c1ccccc1)C(C#N)C#N (stereo not drawn)	2.0	-1%	29%	24µM*	11%	22%	x	-21%
COc1ccc(CCNC(=O)c2ccc3c(c2)N(Cc2ccc(F)cc2)CCS3)c(OC)c1	-4.0	-23%	6%	-4%	-2%	-15%	-4	-1%
CC(=O)Nc1ccc(-c2ccnc3c2CC(C)(C(=O)NCc2ccc(N(C)C)cc2)O3)cc1 (stereo not drawn)	1.3	-28%	-28%	-12%	-20%	-19%	-6	-11%
Cc1ccc2nc(-c3ccc(NS(=O)(=O)c4c(C)n(C)c(=O)n(C)c4=O)cc3)sc2c1	1.2	0%	u	-8%	10%	-4%	-1	-8%
Cc1ccc(CCNc2ccccc2)c[n+]1[O-]	0.2	3%	32%	-7%	1%	-11%	x	0%
COc1ccc(C(=O)NCc2ccc(C(=O)O)o2)cc1	-0.2	-26%	4%	-8%	-4%	-16%	7	1%
CCOc1nc(Nc2ccc(OC)cc2)nc(N2CCOCC2)n1	-3.9	-18%	-38%	-10%	12%	-3%	3	2%
COC(=O)[C@@]1(C(C)C)N=C(c2cc(OC)c(OC)c(OC)c2)[C@]2(O1)C(=O)N(C)c1ccc(Br)cc12	-1.2	-21%	43%	0%	-3%	-12%	11	-8%
Cc1cccc2sc(N3CCN(C(=O)c4cccs4)CC3)nc12	0.4	-13%	32%	-11%	2%	16%	3	-30%
COc1ccccc1NC(=O)CSc1nnc(-c2ccco2)n1N	0.6	12%	-12%	-11%	13%	7%	-4	0%
Cc1ccc2[nH]c3c(=O)n(CCCN4CCOCC4)cnc3c2c1	0.0	7%	4%	0%	-10%	23%	-2	2%
C#CCN(CC=C)C(=O)c1cccc(OC2CCN(S(C)(=O)=O)CC2)c1	-0.9	-9%	2%	-13%	5%	8%	0	12%

The closing 2 entries of the section above are carried over, then new ones follow.
SMILES	IL-2 act	EPAC1 antagonist	FUS suppressor	PLK1 PBD inh	EPAC1 ag	Abeta yeast res	PI5P4Ka inh	WRN helicase inh
Cc1ccc2[nH]c3c(=O)n(CCCN4CCOCC4)cnc3c2c1	0.0	7%	4%	0%	-10%	23%	-2	2%
C#CCN(CC=C)C(=O)c1cccc(OC2CCN(S(C)(=O)=O)CC2)c1	-0.9	-9%	2%	-13%	5%	8%	0	12%
CCOC(=O)C1(C)CCCN(C(=O)c2ccc(C#N)cc2)C1 (stereo not drawn)	-0.3	10%	9%	3%	2%	-10%	-2	4%
O=[N+]([O-])c1ccc(N2CCN(S(=O)(=O)c3ccc4ccccc4c3)CC2)cc1NCc1ccco1	3.9	-2%	4%	0%	6%	21%	-1	-5%
COCCc1nnc(NC(=O)C(C)C)s1	5.1	15%	-13%	0%	4%	5%	-4	-6%
CCOC(=O)CSc1nc2cc(OCC)ccc2cc1C#N	0.4	-2%	-16%	8%	15%	5%	0	-17%
O=C1c2ccccc2-c2c1c1ccccc1c(=O)n2-c1ccccc1	-0.3	-3%	x	-1%	-7%	-2%	5	-6%
CC1(C)C2CCC(CN=C(N)CSS(=O)(=O)O)C1C2 (stereo not drawn)	-4.8	11%	-1%	4.7µM*	-16%	3%	-17	47%[activator]
O=C(NNC(=O)c1cccc(C(F)(F)F)c1)c1ccc(-n2cnnn2)cc1	-0.2	-11%	-4%	-5%	5%	4%	2	-3%
CCC1=C(OC(=O)N(CC)CC)N2C(=O)OC(=NCC3CC3)[C@]2(Cc2ccccc2)[C@H]2C1=CC[C@H]1C(=O)N(CC)C(=O)[C@H]12	-0.8	-15%	u	-20%	-15%	4%	1	3%
CC(=O)c1nn(-c2ccc(Br)cc2)cc1C(=O)c1ccco1	-1.3	3%	42%	-10%	2%	-8%	-3	4%
CN(CC(=O)Nc1ccc(Cl)c(Cl)c1)C(=O)c1ccccc1SCC(=O)N1CCCC1	-1.5	-11%	8%	-4%	3%	6%	2	5%
CCOc1ccc(NS(=O)(=O)c2ccc(NC(=O)c3ccccn3)cc2)cc1	-0.4	-27%	-7%	-12%	-1%	-4%	4	0%
Cc1ccc(NC(=O)Cc2cn(C)c3ccccc23)cc1F	1.6	-28%	-17%	0%	9%	u	9	-6%
CC(/C=C/c1ccco1)=N\NC(=O)COc1ccc(C)c(C)c1	-2.3	2%	28%	-7%	-3%	-11%	-5	1%
COC(=O)CCCCC(=O)OC	-0.6	8%	-43%	-16%	-13%	-13%	-1	-1%
COC(=O)c1cc(OC)c(OC)cc1N1C(=O)CC(C)(C)CC1=O	2.6	-7%	19%	-4%	9%	-10%	3	8%
CN(C)N1C(N)=C(C#N)C(c2ccc(Br)cc2)C2=C1CC(C)(C)CC2=O (stereo not drawn)	0.1	-20%	1%	5%	9%	3%	1	-5%
O=C(NCc1nnc(SCC(=O)N2CCOCC2)o1)c1ccccc1	0.1	-8%	-21%	-6%	10%	7%	1	-9%
C=CC[C@@H](CC(=O)N(CCO)Cc1ccccc1)C(=O)NCCOC(=O)[C@H](CC=C)CC(=O)OC(C)(C)C	-0.1	28%	31%	-18%	-14%	-1%	2	-6%
COc1ccc2c(c1OC)C(=O)N1N=C(c3ccc(-c4ccccc4)cc3)CC21 (stereo not drawn)	-0.2	-9%	-4%	-8%	5%	-8%	-1	-2%
CCOC(=O)C(Cc1ccnnc1)=NO	0.1	5%	23%	-9%	-20%	-19%	4	-13%
CCCCNc1c(-c2ccc(OC)c(SC3CCCCC3)c2)nc2ccc(Cl)cn12	-4.2	3%	u	-8%	-6%	-18%	5	-11%
CCOCCCNC(=O)C1CCCN(S(=O)(=O)c2ccc(-n3cnnn3)cc2)C1 (stereo not drawn)	-0.5	-1%	-17%	10%	9%	4%	-1	-9%
CCN(CC(=O)NCc1cccs1)C(=O)c1cc(S(=O)(=O)N2CCOCC2)ccc1C	-3.0	1%	13%	-7%	-3%	4%	0	-1%[57.1 µM]
Cc1ccc(-c2nnc(CSc3nc4cc5c(cc4cc3C)OCO5)o2)cc1	-0.3	6%	0%	-1%	11%	20%	x	32%
CCOc1ccc(NS(=O)(=O)c2ccc(NC(=O)c3cccnc3)c(OC)c2)cc1	-3.1	-19%	18%	7%	-3%	-1%	3	-3%[57.1 µM]
CCN1C[C@@H]2[C@@H]3C(=O)N(Cc4ccccc4)C(=O)[C@@H]3[C@](Cc3ccccc3)(C1=O)N2C(=O)c1ccc(Cl)c(Cl)c1	-0.5	-7%	28%	-2%	3%	-1%	3	-6%
COc1cc(-c2ccc3cc(OC)c(OC)c(OC)c3c2)cc(OC)c1OC	-4.3	-12%	u	-4%	26%	-31%[inhibitor]	13	3%
COc1cccc(C(=O)Nc2ccc3[nH]c(=O)[nH]c3c2)c1OC	0.9	1%	10%	3%	-5%	-8%	6	-13%
Cc1ccccc1Cn1nnc(-c2ccc3c(c2)OCO3)n1	-0.4	-14%	9%	-2%	7%	-8%	9	-10%
Cc1ccc(S(=O)(=O)/N=C(\N)Nc2nc(C)c3ccccc3n2)cc1	0.0	-8%	x	0%	-8%	-2%	-4	-11%

Single values from the entries so far:
CCOCCCNC(=O)C1CCCN(S(=O)(=O)c2ccc(-n3cnnn3)cc2)C1 (stereo not drawn) | EPAC1 ag = 9%
CN(C)N1C(N)=C(C#N)C(c2ccc(Br)cc2)C2=C1CC(C)(C)CC2=O (stereo not drawn) | WRN helicase inh = -5%
CCOc1ccc(NS(=O)(=O)c2ccc(NC(=O)c3cccnc3)c(OC)c2)cc1 | PLK1 PBD inh = 7%

Continued.
SMILES	IL-2 act	EPAC1 antagonist	FUS suppressor	PLK1 PBD inh	EPAC1 ag	Abeta yeast res	PI5P4Ka inh	WRN helicase inh
COc1ccccc1N1CCN(C(=O)c2cn(Cc3ccccc3)nc2-c2cccnc2)CC1	0.4	6%	18%	2%	11%	7%	-2	-2%
CC(O)(c1ccc(F)c(F)c1)c1nc(-c2cnc3ccccc3c2)cs1 (stereo not drawn)	0.5	4%	u	-5%	-3%	-68%[inhibitor]	11	-7%
CC(C)c1ccc(N(CC(=O)NC2CCCC2)C(=O)CCC(=O)Nc2nccs2)cc1	0.3	-4%	17%	-9%	7%	-4%	4	-1%
CC1N(C(=O)N2CCOCC2)CCN1S(=O)(=O)c1cccc(C(F)(F)F)c1 (stereo not drawn)	1.2	-16%	-7%	0%	6%	3%	-7	-12%
COc1ccc(CCNC(=O)CNC(=O)c2ccc3c(c2)OCO3)cc1OC	0.0	-9%	2%	-5%	1%	8%	20	2%
CC(=O)N/C(=C\c1ccccc1)C(=O)OCC(=O)NC1CCCC1	1.3	10%	x	-2%	-9%	5%	13	-7%
CCN(CC)C(=O)CSc1nnc(-c2ccccc2)n1-c1ccccc1	1.1	2%	-14%	-6%	13%	-7%	3	10%
CC(C)CNc1nc(SCC(=O)Nc2ccccc2)nc(N2CCOCC2)n1	-1.3	-24%	3%	1%	-15%	-5%	7	-4%
CC1(C)C(=O)OC(c2cccn2-c2ccc([N+](=O)[O-])cc2)C(C)(C)C1=O (stereo not drawn)	-0.5	3%	-6%	3%	-3%	-6%	-5	-5%
Cc1c(NS(=O)(=O)c2ccc(Cl)c(C(=O)OCC(=O)NCc3ccco3)c2)c(=O)n(-c2ccccc2)n1C	1.6	15%	1%	u	3%	-2%	4	8%
COc1ccc([C@H]2CC(=O)C=C(c3ccc(F)cc3OCc3ccccc3)C2)cc1OC	-0.6	-5%	u	-3%	-8%	5%	3	-5%
COc1ccc(C(CC(=O)O)NC(=O)Nc2ccccc2)cc1OC (stereo not drawn)	-0.4	-1%	26%	-16%	14%	3%	2	-26%
Cc1cn2c(N)c(/C=C3\C=Nc4ccccc43)c(=O)nc2s1	0.1	15%	-10%	-19%	-5%	9%	-13	5%
C=CC[C@@H](CC(=O)N[C@@H](CO)Cc1ccccc1)C(=O)N[C@H](COC(=O)[C@@H](CC=C)CC(=O)OC(C)(C)C)Cc1ccccc1	-0.1	-26%	u	-6%	-28%	-10%	-7	2%
C#CCn1cc(Cl)cc(C(=O)Nc2ccccc2)c1=O	-2.3	-11%	-8%	-14%	-6%	-19%	-1	-4%
